Bioassay records deposited in PubChem by several laboratories.
CDK5 inh: CDK5/p35 (human) kinase inhibition | Q00535+Q15078 | Recombinant CDK5/p35, ADP-Glo luminescence, 60 min | inhibition, % at 10 µM | 330,000 compounds, 0.01% hits | AID 488839;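 active means highest replicate inhibition of at least 50% and at least 75% of replicates reaching 50%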;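 further: plate controls were DMSO neutral control for no effect and GW8510 at 10 µM for full effect; many of its hits are not listed in these tables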
Target sequence (Q00535 whole entry, looked up): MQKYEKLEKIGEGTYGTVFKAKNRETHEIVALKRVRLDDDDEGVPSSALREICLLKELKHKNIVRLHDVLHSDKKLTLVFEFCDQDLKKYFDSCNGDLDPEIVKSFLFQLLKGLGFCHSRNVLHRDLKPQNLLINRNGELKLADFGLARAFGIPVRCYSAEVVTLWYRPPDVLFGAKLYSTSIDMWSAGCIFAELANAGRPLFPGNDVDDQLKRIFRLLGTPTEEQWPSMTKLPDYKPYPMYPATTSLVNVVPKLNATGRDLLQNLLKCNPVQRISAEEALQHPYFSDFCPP
Target sequence (Q15078 whole entry, looked up): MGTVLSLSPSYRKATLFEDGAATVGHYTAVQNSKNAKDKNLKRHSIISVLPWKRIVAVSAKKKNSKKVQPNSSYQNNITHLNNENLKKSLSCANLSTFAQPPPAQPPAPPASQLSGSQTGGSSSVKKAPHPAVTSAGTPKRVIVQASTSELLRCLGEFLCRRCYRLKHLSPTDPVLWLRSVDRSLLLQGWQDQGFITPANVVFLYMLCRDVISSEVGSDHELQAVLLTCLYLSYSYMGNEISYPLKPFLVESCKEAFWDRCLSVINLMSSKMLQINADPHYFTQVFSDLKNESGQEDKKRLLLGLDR
CAL PDZ FP-1: blocks peptide binding to human CAL PDZ domain; Q9HD26; purified CAL PDZ, TMR-peptide fluorescence polarization, 1 h; inhibition, % at 20 µM; 330,000 compounds, 0.02% hits; AID 504414;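 active means highest replicate inhibition of at least 40%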;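 further: plate controls were DMSO neutral control wells for no effect and unlabeled competitor peptide control wells for full effect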
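material = purified tagged CAL PDZ domain construct (CerCALP) | buffer or medium = sodium phosphate/NaCl buffer pH 7.4 with TCEP, IgG, Thesit | reagent = TMR-labelled reporter peptide T*-PRC34 bound in PDZ groove | incubation = 1 h room-temperature incubation prior to read | measured by = fluorescence polarization (mP) | evaluation = percent inhibition from loss of millipolarization | control set = unlabelled peptide and DMSO controls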
Rtt109 HAT inh: blocks Candida albicans Rtt109/Vps75 acetyltransferase activity | Q5AAJ8 | purified Rtt109/Vps75, ThioGlo CoA-SH fluorescence, 4 h | inhibition, % at 34.9 µM | 330,000 compounds, 0.16% hits | AID 540336;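 active means inhibition of at least 50% in every replicate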
CAL PDZ FP-2: CAL PDZ (human) peptide binding inhibition; purified CAL PDZ, TMR-peptide fluorescence polarization, 1 h; Q9HD26; 300,000 compounds, 0.92% hits; AID 602252; inhibition, % at 24.9 µM;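 active means mean inhibition of at least 30% with at least half of replicates also reaching 30%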;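 further: 0% = DMSO neutral control and 100% = excess unlabeled competitor peptide PRC23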
dFosB act: activators of mouse delta FosB homodimer | P13346 | purified delta FosB, TAMRA-CDK5 oligo fluorescence polarization; percent of positive-control signal above neutral wells | activation, % at 25 µM | 340,000 compounds, 0.99% hits | AID 493131;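 active means mean activation above about 17%, with every replicate also reaching it, limit read from the data, passing the limit was not always enough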;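 further: fluorescence polarization rise as delta FosB binds a TAMRA Cdk5 AP-1 oligo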
Target sequence (P13346 whole entry, looked up): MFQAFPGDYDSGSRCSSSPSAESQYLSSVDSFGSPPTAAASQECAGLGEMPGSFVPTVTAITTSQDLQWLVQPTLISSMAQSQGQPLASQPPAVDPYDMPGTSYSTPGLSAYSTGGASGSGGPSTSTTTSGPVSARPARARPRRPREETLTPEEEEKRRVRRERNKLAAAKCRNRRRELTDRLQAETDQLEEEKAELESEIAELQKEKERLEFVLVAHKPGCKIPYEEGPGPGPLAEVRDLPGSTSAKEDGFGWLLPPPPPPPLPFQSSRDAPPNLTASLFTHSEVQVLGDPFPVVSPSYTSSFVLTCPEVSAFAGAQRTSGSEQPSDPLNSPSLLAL
V-ATPase pH: alters yeast V-ATPase proton transport; S. cerevisiae, pHLuorin cytosolic pH fluorescence; response, % at 10 µM; 350,000 compounds, 0.37% hits; in the data active means response mostly above about 7.3%, no sharp cut-off; inactive means mostly below about 5.4%; further: actives read high; inactives centre near 0; some compounds called inactive have numbers as strong as hits
RTF Ca sens act: cardiac RTF calcium sensitization. AID 493008. 340,000 compounds, 0.24% hits. activation, % at 7.2 µM. IANBD-labeled TnC RTF fluorescence at EC20 calcium; 0% EC20 calcium, 100% full calcium;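 active means activation above the mean over all tested compounds plus 3 SD, cut at about 30% in these data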;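 further: rise in fluorescence read as greater calcium sensitivity of cardiac thin filaments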
Tat export inh: inhibitors of E. coli Tat protein transport | 340,000 compounds, 0.036% hits | inhibition, % at 10 µM | E. coli MC4100 TorA-mCherry Tat export, fluorescence | AID 488895;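 active means mean replicate inhibition at least 50% and at least half of replicates individually reaching 50%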;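 further: exported cargo escapes ClpAP degradation while cytoplasmic cargo is degraded and loses fluorescence; 0% = median of neutral control wells and 100% = median of NaSCN control wells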
MITF TRPM1 HTS: activators of MITF-driven TRPM1 promoter activity in SK-MEL-5 cells. activation, % at 12.5 µM. SK-MEL-5 TRPM1-promoter luciferase, 24 h; % of positive control, neutral wells = 0. 300,000 compounds, 0.75% hits;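 active means mean activation of at least 80% with every replicate also reaching 80%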;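 further: 0% = neutral control wells and 100% = parthenolide positive control wells; values of inactives mirror those of a sister screen read the other way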
Wnt bcat act: Wnt/beta-catenin pathway activation; activation, % at 9.35 µM; AID 743398; Wnt/beta-catenin reporter cell assay, activator, plate reader; 300,000 compounds, 1.2% hits; in the data active means activation above about 30%, passing the limit was not always enough;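 further: 0% = neutral control wells and 100% = positive control wells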
Starred values were filed as active, the others as inactive.

What do the screens show for `COc1ccc(CNC(=O)CN2C(=O)NC(c3ccccc3)(c3ccccc3)C2=O)cc1OC`?
CDK5 inh: -1.1; CAL PDZ FP-1: 0.2; Rtt109 HAT inh: -14; CAL PDZ FP-2: -1; dFosB act: -4; V-ATPase pH: 2; RTF Ca sens act: -6; Tat export inh: 8; MITF TRPM1 HTS: -14; Wnt bcat act: 0

Results for Cc1cccc(C)c1NC(=O)COc1ccccc1C(=O)Nc1ccc(Br)cn1 ?
CDK5 inh: -0.6; CAL PDZ FP-1: 0.8; Rtt109 HAT inh: -3; CAL PDZ FP-2: -3; dFosB act: 3; V-ATPase pH: -3; RTF Ca sens act: 1; Tat export inh: -1; MITF TRPM1 HTS: -28; Wnt bcat act: -7

What do the screens show for `COc1ccc(CNC(=O)C(=O)NCC2OCCN2S(=O)(=O)c2ccc(OC)cc2)cc1` (configuration not stated)?
CDK5 inh: -0.2; CAL PDZ FP-1: -1.2; Rtt109 HAT inh: -8; CAL PDZ FP-2: 3; dFosB act: -5; V-ATPase pH: -1; RTF Ca sens act: 2; Tat export inh: -8; MITF TRPM1 HTS: 12; Wnt bcat act: -2

Results for COc1cc(NC(=O)c2cc(-c3ccco3)on2)c(OC)cc1Cl ?
CDK5 inh: 0.3; CAL PDZ FP-1: -1.3; Rtt109 HAT inh: 4; CAL PDZ FP-2: 0; dFosB act: 5; V-ATPase pH: -1; RTF Ca sens act: 7; Tat export inh: -2; MITF TRPM1 HTS: -19; Wnt bcat act: -2

What do the screens show for `CCOc1ccc(CCNC(=O)c2cc3sc(Cl)cc3n2C)cc1OCC`?
CDK5 inh: -0.1; CAL PDZ FP-1: -1.0; Rtt109 HAT inh: -8; CAL PDZ FP-2: 1; dFosB act: -3; V-ATPase pH: -5; RTF Ca sens act: -11; Tat export inh: -3; MITF TRPM1 HTS: 11; Wnt bcat act: -2

How did Cc1cc2oc(=O)cc(-c3cc4ccccc4o3)c2cc1O do in these assays?
CDK5 inh: 2.1; CAL PDZ FP-1: -3.2; Rtt109 HAT inh: 1; CAL PDZ FP-2: -11; dFosB act: 7; V-ATPase pH: -10; RTF Ca sens act: -6; Tat export inh: -6; MITF TRPM1 HTS: 2; Wnt bcat act: 0

How did CCOc1ccc(N(CC(=O)N2CCCC2)S(=O)(=O)c2c(C)noc2C)cc1 do in these assays?
CDK5 inh: 0.8; CAL PDZ FP-1: 0.5; Rtt109 HAT inh: -20; dFosB act: -7; V-ATPase pH: 0; RTF Ca sens act: 3; Tat export inh: -2; MITF TRPM1 HTS: 2; Wnt bcat act: -5

Results for NC(=O)Cc1cn(-c2ncc(C(F)(F)F)cc2Cl)c2ccccc12 ?
CDK5 inh: -1.0; CAL PDZ FP-1: 0.2; Rtt109 HAT inh: 1; CAL PDZ FP-2: 0; dFosB act: 2; V-ATPase pH: -1; RTF Ca sens act: -1; Tat export inh: 0; MITF TRPM1 HTS: -2; Wnt bcat act: -5

What do the screens show for `CC1CCCC(NC(=O)CSc2nccn2C)C1C` (configuration not stated)?
CDK5 inh: -0.5; CAL PDZ FP-1: -1.6; Rtt109 HAT inh: -3; CAL PDZ FP-2: -5; dFosB act: 1; V-ATPase pH: -2; RTF Ca sens act: 2; Tat export inh: -7; MITF TRPM1 HTS: 8

How did COCCSc1nnc(NC(=O)C2CC(=O)N(c3ccc(C)cc3)C2)s1 (configuration not stated) do in these assays?
CDK5 inh: 2.2; CAL PDZ FP-1: -1.2; Rtt109 HAT inh: 10; dFosB act: -10; V-ATPase pH: -2; RTF Ca sens act: 5; Tat export inh: 18; MITF TRPM1 HTS: -3; Wnt bcat act: -1

How did Cc1ccc(-c2c(C)sc(=NC(=O)c3ccco3)n2C)cc1 do in these assays?
CDK5 inh: -0.3; CAL PDZ FP-1: 0.0; Rtt109 HAT inh: -6; CAL PDZ FP-2: -1; dFosB act: -6; V-ATPase pH: -3; RTF Ca sens act: -2; Tat export inh: -13; MITF TRPM1 HTS: 100*

What do the screens show for `COc1ccc(Oc2cc(Cl)nc(N)n2)cc1`?
CDK5 inh: 1.7; CAL PDZ FP-1: -1.0; Rtt109 HAT inh: -2; CAL PDZ FP-2: 4; dFosB act: -6; V-ATPase pH: -2; RTF Ca sens act: -7; Tat export inh: -4; MITF TRPM1 HTS: -1; Wnt bcat act: 0

How did CCN(C(=O)CSc1nnc(-c2ccc(OC(F)F)cc2)n1N)C1CCS(=O)(=O)C1 (configuration not stated) do in these assays?
CDK5 inh: 0.8; CAL PDZ FP-1: -1.6; Rtt109 HAT inh: 1; CAL PDZ FP-2: -4; dFosB act: 5; V-ATPase pH: 0; RTF Ca sens act: -12; Tat export inh: -6; MITF TRPM1 HTS: 4; Wnt bcat act: 1

How did COc1ccc(-c2csc(NC(=O)c3cccs3)c2C(=O)O)cc1OC do in these assays?
CDK5 inh: -1.6; CAL PDZ FP-1: -0.6; Rtt109 HAT inh: 8; CAL PDZ FP-2: -4; dFosB act: 0; V-ATPase pH: -1; RTF Ca sens act: 1; Tat export inh: -3; MITF TRPM1 HTS: 7; Wnt bcat act: 1

Results for COc1ccc2sc(-c3ccc(S(C)(=O)=O)cc3)c(-c3ccc(C(N)=O)cc3)c2c1 ?
CDK5 inh: -0.9; CAL PDZ FP-1: -0.9; Rtt109 HAT inh: 5; CAL PDZ FP-2: 2; dFosB act: 0; V-ATPase pH: -5; RTF Ca sens act: -1; Tat export inh: -3; MITF TRPM1 HTS: -5; Wnt bcat act: -4

How did CCOc1ccc(NC(=O)CN(c2ccc(OC)cc2)S(C)(=O)=O)cc1 do in these assays?
CDK5 inh: -0.6; CAL PDZ FP-1: -0.3; Rtt109 HAT inh: 5; CAL PDZ FP-2: 2; dFosB act: -2; V-ATPase pH: 4; RTF Ca sens act: -1; Tat export inh: -7; MITF TRPM1 HTS: 57

How did Cc1[nH]n(-c2ccc(Cl)cc2)c(=O)c1/C=N/n1c(C)nc2ccccc2c1=O do in these assays?
CDK5 inh: -0.5; Rtt109 HAT inh: 16; CAL PDZ FP-2: 4; dFosB act: -6; V-ATPase pH: 4; RTF Ca sens act: -7; Tat export inh: 1; MITF TRPM1 HTS: -13; Wnt bcat act: -5

How did CCN(CC)C(=O)c1ccc(/C=C/c2c[nH]c3ccccc23)[n+](C)c1 do in these assays?
CDK5 inh: -0.1; CAL PDZ FP-1: -1.4; Rtt109 HAT inh: 3; CAL PDZ FP-2: -3; dFosB act: 3; V-ATPase pH: -4; RTF Ca sens act: 140*; Tat export inh: -5; MITF TRPM1 HTS: -9; Wnt bcat act: -2

Results for COc1ccc(C(=O)N2CCCC(c3ccccc3)C2)cc1 (configuration not stated) ?
CDK5 inh: 0.2; CAL PDZ FP-1: -0.9; Rtt109 HAT inh: 5; CAL PDZ FP-2: -4; dFosB act: -3; V-ATPase pH: 7; RTF Ca sens act: 0; Tat export inh: 2; MITF TRPM1 HTS: 12

What do the screens show for `CCC1(c2ccccc2)NC(=O)N(CC(=O)Nc2cccc(S(=O)(=O)N3CCCC3)c2)C1=O` (configuration not stated)?
CDK5 inh: -1.4; CAL PDZ FP-1: -2.7; Rtt109 HAT inh: 14; CAL PDZ FP-2: 1; dFosB act: -11; V-ATPase pH: 0; RTF Ca sens act: -1; Tat export inh: 20; MITF TRPM1 HTS: 1; Wnt bcat act: 0

How did O=C(O)C1CSCN1S(=O)(=O)c1cccc2nsnc12 (configuration not stated) do in these assays?
CDK5 inh: -2.0; CAL PDZ FP-1: 0.2; Rtt109 HAT inh: -4; dFosB act: -1; V-ATPase pH: 1; RTF Ca sens act: 14; Tat export inh: -3; MITF TRPM1 HTS: -9

How did Cc1ccc(OCc2ccc(C(=O)NN)o2)cc1C do in these assays?
CDK5 inh: -0.2; CAL PDZ FP-1: -0.3; Rtt109 HAT inh: -10; CAL PDZ FP-2: -4; dFosB act: -12; V-ATPase pH: 5; RTF Ca sens act: 1; Tat export inh: 3; MITF TRPM1 HTS: 0; Wnt bcat act: 27

How did CCCCN1C(=O)C(=O)N(CC(=O)Nc2sc(C)c(C)c2C(=O)OC)C1=O do in these assays?
CDK5 inh: -1.9; CAL PDZ FP-1: -0.5; Rtt109 HAT inh: -5; CAL PDZ FP-2: 11; dFosB act: -11; V-ATPase pH: 5; RTF Ca sens act: -1; Tat export inh: 2; MITF TRPM1 HTS: -5; Wnt bcat act: -2

Results for Cc1onc(-c2ccccc2)c1NC(=O)Nc1c(-c2ccccc2)noc1C ?
CDK5 inh: -1.2; CAL PDZ FP-1: -0.3; Rtt109 HAT inh: 1; CAL PDZ FP-2: 1; dFosB act: -3; V-ATPase pH: 1; RTF Ca sens act: -1; Tat export inh: -6; MITF TRPM1 HTS: -4; Wnt bcat act: -4

Results for COC(=O)CCC(=O)N1CCc2cc(S(=O)(=O)N3CCc4ccccc43)ccc21 ?
CDK5 inh: -0.2; CAL PDZ FP-1: -0.5; Rtt109 HAT inh: -6; CAL PDZ FP-2: 0; dFosB act: -3; V-ATPase pH: -6; RTF Ca sens act: -4; Tat export inh: -3; MITF TRPM1 HTS: 2

What do the screens show for `N#CC(c1ccc(Cl)cc1)c1ccc(Cl)nn1` (configuration not stated)?
CDK5 inh: -0.2; CAL PDZ FP-1: -0.8; Rtt109 HAT inh: -2; CAL PDZ FP-2: -2; dFosB act: -5; V-ATPase pH: -5; RTF Ca sens act: -5; Tat export inh: -9; MITF TRPM1 HTS: -7

How did N#Cc1c(N)nc2c(c1-c1ccncc1)CCCCCC2 do in these assays?
CDK5 inh: 1.6; CAL PDZ FP-1: -2.7; Rtt109 HAT inh: -1; CAL PDZ FP-2: -2; dFosB act: -1; V-ATPase pH: -4; RTF Ca sens act: 1; Tat export inh: 5; MITF TRPM1 HTS: 1

Results for Cc1ccc2cc(CN(Cc3nnnn3C3CCCC3)C3CCCCC3)c(=O)[nH]c2c1C ?
CDK5 inh: -2.2; CAL PDZ FP-1: -1.7; Rtt109 HAT inh: 17; CAL PDZ FP-2: -3; dFosB act: 1; V-ATPase pH: -1; RTF Ca sens act: 5; Tat export inh: -2; MITF TRPM1 HTS: -6; Wnt bcat act: -5

How did COc1cccc(NC(=O)CN(c2ccc([N+](=O)[O-])cc2)S(=O)(=O)c2ccccc2)c1 do in these assays?
CDK5 inh: -2.2; CAL PDZ FP-1: -1.0; Rtt109 HAT inh: -5; CAL PDZ FP-2: 0; dFosB act: 1; V-ATPase pH: -2; RTF Ca sens act: 1; Tat export inh: 2; MITF TRPM1 HTS: -5; Wnt bcat act: -1

How did c1cc2c3c(cccc3c1)NN=N2 do in these assays?
CDK5 inh: -0.5; CAL PDZ FP-1: 0.7; Rtt109 HAT inh: 1; CAL PDZ FP-2: 0; dFosB act: 0; V-ATPase pH: -2; RTF Ca sens act: -5; Tat export inh: -20; MITF TRPM1 HTS: -23; Wnt bcat act: -2

Rows were taken by chance; 4.1% or so of the library scored in one or more.
